hERG WT inh = qHTS for Inhibitors of KCHN2 3.1: Wildtype qHTS; Voltage-gated inwardly rectifying potassium channel KCNH2 (Homo sapiens), Q12809; activity change, % at 1.84 µM; U2OS, BacMam KCNH2, thallium flux FluxOr; hits give low values; hit rate 0.37% among 340,000; AID 720551, 2013;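 active = maximum activity change below -70%; inconclusive = maximum activity change between -70% and -50%; inactive = maximum activity change above -50%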; note: % is set by controls: 0 for no effect and ±100 for the full control effect
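U2OS cells were transduced with wild-type KCNH2 virus (2.03 x 10^8 / mL) for 4 h at room temperature, then cultured overnight at 37 C. Thallium flux was read with FluxOr dye. Rate constants were normalized to DMSO controls.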
MLL CXXC-DNA inh = qHTS Fluorescence Polarization Assay for Inhibitors of MLL CXXC domain - DNA interaction | hit rate 0.037% among 290,000 | MLL-CXXC / FITC-HOXA9 DNA fluorescence polarization | AID 2662, 2010 | Histone-lysine N-methyltransferase 2A (Homo sapiens), Q03164 | Potency, µM (doses to about 115 µM), for the others: at the top dose activity change, negative = inhibition, usual class: inhibitors; active = well fitted inhibition curve with a large enough effect in the polarisation, with a control signal flat, not every such curve was filed as active; inconclusive = small, poorly fitted or top-dose-only effect, or effect the other way, or a change in a side signal; inactive = no such curve, though single readings can be large or run the other way; the % refers to the polarisation; note: potency is the fitted concentration of half-maximal effect
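Fluorescence polarization: 7 uM MLL-CXXC (stock) preincubated 5 min with compounds, then 50 nM fluorescein-HOX-A9 DNA (stock) added; 30 min ambient. Buffer 50 mM Tris-HCl pH 7.5, 50 mM NaCl, 1 mM DTT, 0.05% BSA.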
Coupling enz = qHTS Assay for Inhibitors of Fructose-1,6-bisphosphate Aldolase from Giardia Lamblia: Coupling assay counterscreen; AID 2472, 2010; activity change, negative = inhibition, % at 58.2 µM, hits read low; coupling enzyme system counterscreen, AmpLite Red fluorescence; hit rate 0.67% among 290,000; in the data active = activity change below about -30%; note: % is set by controls: 0 for no effect and ±100 for the full control effect
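Counterscreen of the coupled detection system alone, without aldolase: glyceraldehyde-3-phosphate coupling enzymes plus AmpLite Red readout. Compounds at 57.5 uM final, 10 min RT preincubation, 20 min RT reaction, fluorescence 525/598 nm.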
Menin MLL FP TR = qHTS Assay for Inhibitors Targeting the Menin-MLL Interaction in MLL Related Leukemias: Competition With Texas Red Labeled MLL-derived Mutant Peptide; O00255; Menin + Texas Red MLL mutant peptide, fluorescence polarization; Potency, µM (doses to about 61.6 µM), inactives show at the highest dose FP activity change, negative = inhibition, usual class: inhibitors; hit rate 0.23% among 270,000; active = well fitted inhibition curve with a large enough effect in the polarisation, with a control signal flat, not every such curve was filed as active; inconclusive = small, poorly fitted or top-dose-only effect, or effect the other way, or a change in a side signal; inactive = no such curve, though single readings can be large or run the other way; the % refers to the polarisation; note: potency is the fitted concentration of half-maximal effect; % of control where 0% means no effect; many of its hits are not listed in these tables
Giardia kill = Small Molecules that selectively kill Giardia lamblia: qHTS; Giardia lamblia trophozoite viability; activity change, % at 7.66 µM, hits read low; hit rate 0.15% among 340,000; AID 540267, 2011; in the data active = activity change below about -80%; inconclusive = between about -30% and that limit;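 note: parasites exposed to compound for two days anaerobically before the ATP read; % is set by controls: 0 for no effect and ±100 for the full control effect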
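Trophozoites 100 cells/well + cpd; 48 hrs, 37 deg C, anaerobic. ATPLite 1-Step added, 15-30 min RT, luminescence read (ATP-based viability).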
GALK inhibitor = qHTS Assay for Inhibitors of Human Galactokinase (GALK). P51570. Purified GALK, Kinase-Glo residual ATP luminescence. Potency, µM (titrated, usually from 57.5 µM), for the others: top-dose activity change, negative = inhibition, actives largely listed as inhibitors. hit rate 0.007% among 270,000. AID 1868, 2009; note: potency is the fitted concentration of half-maximal effect; % is set by controls: 0 for no effect and ±100 for the full control effect
Target sequence (P51570 whole entry, looked up): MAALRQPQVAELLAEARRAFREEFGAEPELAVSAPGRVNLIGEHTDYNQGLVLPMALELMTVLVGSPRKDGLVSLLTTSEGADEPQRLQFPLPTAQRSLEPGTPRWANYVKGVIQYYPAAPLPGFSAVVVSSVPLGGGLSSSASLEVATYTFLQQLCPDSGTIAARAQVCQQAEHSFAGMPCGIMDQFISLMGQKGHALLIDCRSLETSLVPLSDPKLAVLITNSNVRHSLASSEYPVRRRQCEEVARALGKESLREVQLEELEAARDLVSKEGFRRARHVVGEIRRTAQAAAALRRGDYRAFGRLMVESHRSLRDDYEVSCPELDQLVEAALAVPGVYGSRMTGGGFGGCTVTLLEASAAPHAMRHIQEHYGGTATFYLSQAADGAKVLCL
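Human GALK (5 nM) with 35 uM ATP and 100 uM galactose in 20 mM HEPES pH 8.0, 5 mM MgCl2, 60 mM NaCl, 1 mM DTT, 0.01% BSA. After 1 h at room temperature, leftover ATP was read by Kinase-Glo Plus luminescence.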
USP2a inh = qHTS Assay for Inhibitors of Ubiquitin-specific Protease USP2a Using CHOP2 as the Reporter. Ubiquitin carboxyl-terminal hydrolase 2 (Homo sapiens), O75604. USP2 core, Ub-CHOP2 coupled fluorogenic reporter, 485/531. Potency, µM (series often up to 38.3 µM), without a hit: at the top dose activity change, negative = inhibition, actives largely listed as inhibitors. hit rate 0.01% among 330,000. AID 463254, 2010;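 note: potency is the fitted concentration of half-maximal effect; plate controls were DMSO wells for no effect and full inhibition by NEM control for full effect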
Target sequence (O75604 whole entry, looked up): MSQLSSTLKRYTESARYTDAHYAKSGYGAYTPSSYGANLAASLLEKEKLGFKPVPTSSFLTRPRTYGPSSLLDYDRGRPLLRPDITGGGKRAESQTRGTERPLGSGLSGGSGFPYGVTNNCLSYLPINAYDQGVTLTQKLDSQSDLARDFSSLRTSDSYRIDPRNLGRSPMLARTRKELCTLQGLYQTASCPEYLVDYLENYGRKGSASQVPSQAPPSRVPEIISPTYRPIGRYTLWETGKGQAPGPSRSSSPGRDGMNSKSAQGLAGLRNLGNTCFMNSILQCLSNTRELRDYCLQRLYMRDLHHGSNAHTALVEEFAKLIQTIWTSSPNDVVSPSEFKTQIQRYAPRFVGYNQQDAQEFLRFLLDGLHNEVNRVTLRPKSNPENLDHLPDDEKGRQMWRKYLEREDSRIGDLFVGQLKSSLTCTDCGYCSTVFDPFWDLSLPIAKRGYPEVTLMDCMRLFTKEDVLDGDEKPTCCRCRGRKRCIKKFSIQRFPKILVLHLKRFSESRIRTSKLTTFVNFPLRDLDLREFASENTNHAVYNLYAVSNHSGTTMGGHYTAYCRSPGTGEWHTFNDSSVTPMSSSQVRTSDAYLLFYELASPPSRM
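USP2 core (10nM final) preincubated 30min RT with compound in 20mM Tris-HCl pH 8.0, 2mM CaCl2, 2mM beta-mercaptoethanol, 0.05% CHAPS; 25nM Ub-CHOP2 plus 25nM reporter substrate added, fluorescence (Ex485/Em531) read after 60min.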
KCNH2 3.1 inh = qHTS for Inhibitors of KCHN2 3.1: Mutant qHTS; hit rate 0.95% among 340,000; activity change, % (tested at about 1.8 µM); U2OS KCNH2 3.1, thallium flux FluxOr; hits give low values; Potassium voltage-gated channel subfamily H member 2, brain isoform KCNH2 3.1 (human);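 active = maximum activity change below -70%; inconclusive = maximum activity change from -70% to -50%; inactive = maximum activity change above -50%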;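 note: thallium influx rate constant from kinetic fluorescence after stimulation buffer; % is set by controls: 0 for no effect and ±100 for the full control effect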
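Thallium flux via FluxOr fluorescence (Red40 quencher, 45 min loading) in U2OS cells virally expressing the KCNH2 3.1 isoform (1.77 x 10^8 /mL virus, overnight at 37 C). Rate constants from 2-min kinetic reads post-stimulation, normalised to positive and negative controls.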
PKM2 activator = qHTS Assay for Activators of Human Muscle isoform 2 Pyruvate Kinase. purified PKM2, Kinase-Glo ATP luminescence, activation; response scale: 0% is enzyme alone, no compound. AID 1631, 2009. Potency, µM (highest dose often 57.5 µM), for the others: top-dose activation, usual class: activators. hit rate 0.34% among 260,000. Pyruvate kinase PKM (Homo sapiens), P14618; note: potency is the fitted concentration of half-maximal effect; % is set by controls: 0 for no effect and ±100 for the full control effect; nearly all actives have a fitted effect of over 55% in size
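Purified hPK-M2 (>95% pure) converted ADP (0.1 mM final) to ATP with 0.5 mM PEP in 50 mM imidazole pH7.2, KCl, MgCl2, Tween 20, BSA; 1 h at room temperature. ATP detected by Kinase-Glo luminescence.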
TRPV1 ag = HTS Assay for Compounds that Act as Agonists of the Vanilloid Receptor 1; Transient receptor potential cation channel subfamily V member 1 (Homo sapiens), Q8NER1; TRPV1-expressing cells, Fluo-8 calcium influx, agonist mode; activation, % at 8.33 µM; hit rate 0.19% among 320,000; in the data active = activation above about 80%; inconclusive = between about 30% and that limit; note: 0% is about no effect
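Cells expressing TRPV1 were dye-loaded with Fluo-8 and read kinetically: 10 s baseline, 3 min after compound (agonist portion), then 2 min after EC20 capsaicin (allosteric enhancer portion). Calcium-bound dye fluorescence at 480/520 nm.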
B2AR arrestin = qHTS assay of beta-arrestin-biased ligands of beta2-adrenergic receptor. beta-arrestin recruitment to beta2AR, cell-based reporter. Potency, µM (titrated, usually from 46.1 µM), for inactives: top-dose activation, usual class: activators. hit rate 0.02% among 330,000. AID 492947, 2010;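 note: potency is the fitted concentration of half-maximal effect; 0% = DMSO controls and full agonism = EC100 isoproterenol or metaproterenol; nearly all actives have a fitted effect of over 65% in size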
* = called active by the depositor; ? = inconclusive; / = not tested or not shown; [ ] = dose if it differs, or a comment. Unless noted, calls come from the whole dose curve; as a rule, active = well fitted curve in the direction sought with a large enough effect; inconclusive = small, poorly fitted or top-dose-only effect, or another doubt; inactive = no such curve, though single readings can be large; an effect the other way counts as inactive or inconclusive. An excerpt; count on the stated rates, not on these rows.

SMILES	hERG WT inh	MLL CXXC-DNA inh	Coupling enz	Menin MLL FP TR	Giardia kill	GALK inhibitor	USP2a inh	KCNH2 3.1 inh	PKM2 activator	TRPV1 ag	B2AR arrestin
O=C(N/N=C/c1ccccc1F)C(=O)N1CCCCCC1	-3	-6%	1	-29%	13	0%	-1%	-18	5%	4	-0.3%
CS(=O)(=O)c1ccc(-c2cn3cc(C(=O)O)ccc3n2)cc1	4	2%	5	?	-8	1%	1%	22	7%	-4	0.0%
Cc1cccc(N(CC(=O)N2CCCCCC2)S(C)(=O)=O)c1	-3	-3%	-1	20%	24	5%	2%	-5	-5%[11.5 µM]	-1	-0.3%
CCN(CC(=O)Nc1ccc(NC(C)=O)cc1)C(=O)c1ccc(COc2ccccc2)o1	-8	/	/	/	-10	/	2%	6	/	1	-0.1%
CC(=O)N1CC=C2C(C#N)=C(N)C(C#N)(C#N)[C@H](c3ccoc3)[C@H]2C1	6	-8%	-6	-3%	1	-3%	3%	-7	5%	6	-0.1%
CC1CCN(C(=S)c2ccc([N+](=O)[O-])cc2)CC1	0	7%	5	-6%	5	0%	3%	5	7%	-2	-0.2%
Cc1ccsc1C(=O)NNC(=O)c1ccccc1F	-14	/	/	/	5	/	1%	10	/	/	-0.1%
COc1ccc(OCC(O)CN2CCN(Cc3ccc4c(c3)OCO4)CC2)cc1 (stereo not given)	14	-3%	-1	-3%	5	2%	3%	-4	1%	1	-0.3%
O=Cc1cccc(OCc2cccc3ccccc23)c1	3	15%	1	5%	8	/	0%	1	/	2	-0.7%
CCN(CC)CCNC(C(=O)Nc1ccc([N+](=O)[O-])cc1Br)c1ccccc1 (stereo not given)	9	2%	5	7%	-2	0%	2%	-28	-5%	-2	-0.1%
COc1ccc([C@@H](NC(=O)OC(C)(C)C)C(=O)OC(C)(C)C)cc1	-2	/	/	/	-7	/	0%	13	/	?	0.4%
Cc1cccc2c(=O)c(C(=O)NCc3ccc(F)cc3)c[nH]c12	-17	18%	0	22%	-18	-4%	0%	-8	-3%	5	-1.2%
CC(C)Sc1nsc2nc(=O)c(/C=C3\C=Nc4ccccc43)c(N)n12	-7	-4%	4	?	17	-9%	-1%	-2	0%	1	0.3%
COc1ccc(OC)c(NC(=O)c2cc3sccc3n2C)c1	-24	0%	-3	11%	-5	1%	-6%	0	1%	9	12%
CCOc1cccc(-c2c(C(=O)N/N=C/c3ccco3)nnn2-c2nonc2N)c1	-10	5%	/	/	12	-8%	1%	-12	/	1	2.8%
COC(=O)c1ccc(CNC(=O)CNC(=O)c2sc3ccccc3c2Cl)cc1	-1	/	/	/	19	/	0%	?	/	2	0.3%
Cc1csc(N(C(=O)c2cccc(S(=O)(=O)N3CCCC3)c2)c2ccccc2)n1	-13	-7%	-1	10%	-1	0%	-10%	-43	-12%	-1	0.3%
CCCCC1S/C(=N/N=C/c2cccs2)NC1=O (stereo not given)	2	0%	-3	-11%	15	-2%	3%	-9	0%	2	-0.1%
Cc1ccc(S(=O)(=O)N2CCCCC2)cc1C(=O)Nc1ncn[nH]1	/	-2%	3	15%	/	11%	0%	/	-1%	6	-0.7%
COc1ccc(NC(=O)CSC2=C(C#N)C(c3ccco3)C3=C(CCCC3=O)N2)c(OC)c1 (stereo not given)	0	-1%	-12	-1%	28	3%	1%	-5	18%	-2	-0.2%
C[C@H](NC(=O)c1ccco1)C(=O)NNC(=O)COc1cccc(C(F)(F)F)c1	2	/	/	/	-9	/	-5%	2	/	/	-0.3%
Cc1ccc(S(=O)(=O)CC(=O)NC(C)c2ccccc2)cc1 (stereo not given)	-3	4%	/	/	5	8%	1%	-13	-5%	4	-0.5%
COc1ccc(C(=O)COc2ccccc2C(N)=O)cc1	4	-2%	0	-23%	-6	4%	1%	21	-4%	-3	-0.5%
Cc1ccc(NC(=O)CCNS(=O)(=O)c2ccc3c(c2)oc(=O)n3C)cc1C	8	-2%	0	0%	-7	-3%	1%	-1	1%	3	0.1%
COC(=O)c1cn(NC(=O)c2cnccn2)c(=O)c2ccccc12	4	0%	-8	-8%	-7	-1%	2%	14	6%	0	-1.2%
CCOC(=O)Cc1nn(C(C)C)c(=O)c2ccccc12	10	16%	2	9%	3	2%	1%	-4	-23%	-2	-0.2%
CCOC(=O)c1cnc2cc(-c3ccc(Br)cc3)nn2c1C	1	1%	1	-1%	-27	-1%	1%	-5	1%	-3	0.1%
CCOC(=O)CC(=O)COc1nc2cc3c(nc2o1)CCCC3	2	0%	-1	47%[activator]	-13	0%	2%	6	-4%[11.5 µM]	-1	-0.1%
NS(=O)(=O)c1ccc(CNS(=O)(=O)Cc2ccc(Cl)cc2)cc1	3	14%	-3	-15%	-7	-3%	0%	-6	-1%[11.5 µM]	3	-0.3%
CCc1ccc2nc(SCC(=O)N3CC(=O)Nc4ccccc43)c(C#N)cc2c1	1	5%	4	0%	-13	1%	-3%	-33	-5%	0	6.6%
O=c1[nH]c2cc3c(cc2cc1CN(Cc1cccnc1)C(=S)NCc1ccco1)OCCO3	-9	5%	2	23%	4	11%	-4%	6	9%	30	-0.5%
CCCCNC(=O)/C(=C/c1ccccc1)NC(C)=O	-7	1%	6	-7%	-5	1%	1%	2	-2%	-4	-0.8%
O=C(C1=C[C@@H]2[C@H]3C(=O)N(c4ccccc4Cl)C(=O)[C@H]3[C@@H](C(=O)c3ccc(Cl)cc3)N2C=C1)c1ccccc1	/	6%	-19	?	/	2%	3%	/	8%	-2	-0.7%
COc1cccc(/C=N/NC(=O)c2cccc([N+](=O)[O-])c2)c1OS(=O)(=O)c1ccc(C)cc1	10	-1%	-1	27%	5	-1%	-6%	1	-2%	-2	0.5%
Fc1cccc(Cl)c1CSc1nnc(CNc2ccccc2)o1	-10	0%	0	2%	12	0%	-7%	5	6%	5	-0.4%
O=C(NCc1ccc(Cl)cc1)C(=O)Nc1nccs1	0	-13%	-1	0%	6	8%	-1%	0	-4%	0	0.1%
[O-][n+]1c(/C=C/c2ccccc2)ccc2ccccc21	-11	-22%	-2	17%	-19	-1%	1%	-1	-23%	?	-0.1%
CCNc1oc(/C=C/c2ccc(OCC)cc2)nc1C#N	-4	-8%	2	13%	21	4%	-2%	1	-5%	0	-0.2%
Cc1ccc(NC(=O)CSc2nnc(N)s2)cc1S(=O)(=O)N1CCOCC1	14	/	/	/	26	/	0%	-3	/	1	-0.7%
Cc1cccnc1CN1CCN(C(=O)c2cc(COc3ccc4ncccc4c3)on2)CC1	0	-14%	-1	-21%	14	0%	1%	2	-2%	4	-1.0%
CCc1cc(=O)oc2cc(C)cc(OC(C)C(=O)NCCCn3ccnc3)c12 (stereo not given)	3	-1%	1	-6%	9	0%	2%	9	1%	-2	-0.6%
O=C(COC(=O)c1n[nH]c2ccccc12)Nc1cccc(S(=O)(=O)N2CCOCC2)c1	5	9%	-1	2%	-17	4%	2%	4	0%	0	-0.1%
O=C(Cn1nc(C(F)F)cc1C1CC1)NCCC1=CCCCC1	12	-3%	-4	-28%	-9	0%	4%	15	-4%	1	-0.9%
CC(C)(C)OC(=O)CNC(=O)c1nc[nH]c1C(=O)N1CCN(c2ccccc2)CC1	3	-4%	3	15%	7	/	0%	3	-1%	1	0.4%
O=C(COC(=O)c1ccc(S(=O)(=O)N2CCCCCC2)cc1)NCc1ccc(F)cc1	13	/	/	/	-3	/	1%	-5	/	5	-0.3%
O=C(CSc1nc2ncc(Cl)cc2[nH]1)N(Cc1ccccc1)C1CCS(=O)(=O)C1 (stereo not given)	-6	26%	1	3%	1	5%	1%	1	0%	3	0.0%
CC1c2[nH]c3ccccc3c2C[C@H]2C(=O)N(CCO)CC(=O)N12 (stereo not given in full)	1	4%	-2	4%	-12	-1%	4%	1	/	-1	0.3%
